Compound activity as filed in PubChem.
Casp6 inh = human caspase-6 inhibitors, primary screen, biochemical, VEID-R110 fluorescence, single point, set 2; P55212; purified caspase-6, Z-VEID-R110 cleavage fluorescence; inhibition, % at 12.5 µM; hit rate 0.53% among 350,000; AID 686996, 2013;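 active means mean inhibition across replicates at least about 35%, with every replicate also reaching that limit, limit read from the data; inconclusive means only one of the two criteria met; inactive means neither criterion met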;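 further: 0% = median of neutral control wells and 100% = no fluorescence left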
Target sequence (P55212 24-179 limits assumed): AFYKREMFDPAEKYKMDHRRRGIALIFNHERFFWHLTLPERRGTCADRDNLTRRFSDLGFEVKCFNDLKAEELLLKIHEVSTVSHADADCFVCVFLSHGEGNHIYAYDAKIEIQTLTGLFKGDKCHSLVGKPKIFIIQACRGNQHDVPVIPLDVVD
Target sequence (P55212 194-293 limits assumed): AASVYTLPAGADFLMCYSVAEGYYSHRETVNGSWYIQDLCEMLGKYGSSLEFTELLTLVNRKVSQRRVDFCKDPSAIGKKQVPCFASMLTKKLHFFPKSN
DENV2 CPE rescue = inhibitors of DENV2 cytopathic effect, primary screen, cell-based, plate reader, single concentration; DENV2-infected cells, cytopathic effect rescue; CPE inhibition, % at 9.99 µM; hit rate 1.7% among 350,000; AID 651640, 2012; in the data active means CPE inhibition above about 20%, passing the limit was not always enough; inconclusive means no clear call, values can overlap the other calls; tested in BHK-21 cells;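 further: 0% = median of neutral control wells and 100% = median of positive control wells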
RAD52 anneal inh = RAD52 DNA annealing inhibitors, primary screen, biochemical, FRET, single point, set 2. DNA repair protein RAD52 homolog (Homo sapiens), P43351. recombinant RAD52 DNA annealing, FRET fluorescence. inhibition, % at 18.7 µM. hit rate 0.46% among 360,000;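 active means every replicate showing at least 50% inhibition; inconclusive means mean inhibition at least 50% but not in every replicate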
Target sequence (P43351 whole entry, looked up): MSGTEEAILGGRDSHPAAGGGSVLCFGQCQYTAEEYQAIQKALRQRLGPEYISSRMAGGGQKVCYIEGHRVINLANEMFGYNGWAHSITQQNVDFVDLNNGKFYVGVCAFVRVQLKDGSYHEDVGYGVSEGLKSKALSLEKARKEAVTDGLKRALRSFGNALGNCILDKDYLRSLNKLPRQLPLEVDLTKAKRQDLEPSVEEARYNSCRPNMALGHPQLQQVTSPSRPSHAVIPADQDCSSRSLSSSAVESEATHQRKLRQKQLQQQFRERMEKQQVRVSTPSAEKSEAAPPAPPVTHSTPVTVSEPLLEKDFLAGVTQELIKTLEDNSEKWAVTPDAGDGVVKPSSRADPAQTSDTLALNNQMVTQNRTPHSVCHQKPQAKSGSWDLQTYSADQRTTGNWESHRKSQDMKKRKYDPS
RAD54 inh = inhibitors of human RAD54 branch migration, primary screen, biochemical, fluorescence, single point; RAD54 Holliday junction branch migration, FAM/BHQ fluorescence; hit rate 0.14% among 360,000; AID 602329, 2012; DNA repair and recombination protein RAD54-like (Homo sapiens), Q92698; inhibition, % at 10.4 µM;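 active means mean normalized replicate activity at least 40 and at least half of replicates scoring 40 or more; inconclusive means only one of the two criteria met; inactive means mean below 40 and under half of replicates reaching 40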;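 further: 0% = median of neutral control wells and 100% = median of positive control wells; inhibitors cause a drop in the FAM fluorescence signal; in these data hits start at about 50%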
GSIS activator = GLuc luminescence reporter in INS-1E cells, primary screen for activators of glucose-dependent secretion of insulin. INS-1E GLuc reporter insulin secretion, 2-3 h. activation, % at 16.6 µM. hit rate 0.61% among 370,000. AID 743287, 2014;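 active means lowest replicate activation of at least 40%, so every replicate reaches that level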;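 further: 0% = median of neutral control wells and 100% = median of IBMX positive control wells; some compounds called inactive have numbers as strong as hits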
CFTR F508del cor = F508del CFTR correction, initial screen, CFBE line, single point; activity (quench increase), % at 7.58 µM; hit rate 0.36% among 350,000; CFBE cells, YFP halide quenching; stimulated with forskolin plus potentiator P3; % fluorescence drop versus neutral controls;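 active means mean added fluorescence quench of at least 8% versus neutral control, with both replicates also reaching 8%; inconclusive means only one of the mean or replicate conditions met; inactive means mean below 8% and not both replicates reaching 8%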;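 further: cells transiently co-express mutant CFTR-F508del with the halide-sensitive YFP; corrector assay measuring rescue of mutant channel to the surface after 24 h compound exposure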
E-sel inducer = E-selectin induction in HUVECs, primary screen, imaging, HUVEC, immunofluorescence imaging, single point. P16581. normalized: neutral wells 0, TNF-alpha wells 100. activation, % at 7.58 µM. hit rate 0.37% among 260,000. AID 686992, 2013;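 active means mean E-selectin-positive cell signal at least 10% of the positive control, reached in at least 60% of replicates, without over 20% cell loss; inconclusive means no rule given, readout overlaps actives, possibly toxicity-flagged; inactive means the rest, including those meeting only one limit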;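 further: in these data hits start at about 27%; measured in HUVEC primary endothelial cells; signal is the percent of cells scored E-selectin positive by PE staining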
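Assay system: HUVEC, human umbilical vein endothelial cells / Amount: 3,000 HUVEC/well / Controls: TNF-alpha positive control, DMSO neutral control / Compound dosing: single concentration / Medium: EGM-2 over gelatin coat / Evaluation: percent E-selectin-positive cells / Signal: immunofluorescence imaging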
XiGFP reactiv = activators of inactive X chromosome reactivation, primary screen, imaging, XiGFP fibroblasts, GFP high-content imaging, set 2 | XiGFP mouse fibroblasts, % GFP-positive cells imaging, 3 d; cells co-treated with 5-aza-dC sensitizer; scaled so ellipticine positive control = 100% | activation, % at 7.58 µM | hit rate 0.055% among 360,000 | AID 743238, 2013;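 active means mean normalized replicate activation at least 10% and every replicate at or above 10%; inconclusive means only one of the two criteria met; inactive means mean below 10% and not all replicates reach 10%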;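 further: 0% = median of on-plate neutral control wells and 100% = ellipticine 6 µM median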
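Assay system – SV40-immortalized XiGFP fibroblast cells, line 68-5-11 · Buffer or medium – DMEM supplemented with 5-aza-dC as sensitizing agent · Dosing – one concentration, pinned · Benchmarks – positive control ellipticine, 6 µM final · Times – 3 days compound exposure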
* marks the source's active call; other numbers are inactive results; ? = inconclusive; · = not tested or not shown.

SMILES	Casp6 inh	DENV2 CPE rescue	RAD52 anneal inh	RAD54 inh	GSIS activator	CFTR F508del cor	E-sel inducer	XiGFP reactiv
CCOc1ccc(N(CC(=O)O)S(=O)(=O)c2cccnc2)cc1	0	3	-9	-3	13	1.5	0.4	0.2
O=C(COc1nsnc1N1CCOCC1)N/N=C/c1ccccc1O	-3	3	-13	·	-27	2.6	·	0.0
CC(C)C[C@H](NC(=O)c1ccco1)C(=O)N1CCC[C@H]1C(=O)NCc1ccccc1	0	-6	-6	·	·	0.2	-0.2	0.5
O=[N+]([O-])c1cccc(/C=C/c2ccc3cccc(O)c3n2)c1	4	?	-5	1	5	4.7	2.8	0.0
O=C(Nc1cc(F)ccc1F)N1C[C@@H]2[C@H](c3ccccc31)[C@@H](CO)N2C(=O)c1ccccc1	1	11	1	-10	5	-3.1	0.4	0.0
O=C(Cc1ccccc1)c1c[nH]c(C(=O)C(Cl)(Cl)Cl)c1	5	-4	-18	-9	-4	-1.1	·	0.0
CCN(C[C@H]1N[C@@](Cc2ccccc2)(C(=O)OC)[C@H]2C(=O)N(Cc3ccccc3)C(=O)[C@@H]12)C(=O)Nc1ccc(Cl)cc1	1	-9	-3	-8	-37	1.8	4.9	0.1
CCNC(=O)C[C@@H]1CC[C@H]2[C@H](COc3ccc(NS(=O)(=O)c4ccccc4C)cc3C(=O)N2C)O1	1	6	-12	-3	3	2.3	0.1	0.1
COc1cccc2sc(=NC(=O)CS(=O)(=O)c3ccc(F)cc3)n(C)c12	-2	9	5	0	-57	1.5	-0.1	0.0
Nc1[nH]nc2nc(-c3ccccc3)[nH]c(=O)c12	2	-7	-14	-3	2	-1.3	0.4	0.0
CC(C)(C)c1ccc(N2C(=O)CS(=O)(=O)C2c2ccccc2)cc1 (configuration not stated)	-3	3	17	-19	·	-2.0	·	·
O=C(c1cc(F)ccc1F)C1CCCN(C(=O)CCCN2CCCCC2=O)C1 (configuration not stated)	-5	-4	0	·	-6	-0.3	0.0	0.0
Cc1ccc(C(=O)NNC(=O)CSc2nnc(C3CC3)n2C)cc1	1	1	11	-7	6	-1.4	·	0.1
O=c1oc2ccccc2c(O)c1C=Nc1cccnc1	6	0	-37	·	6	-0.2	0.7	0.0
NC(=O)NC(=O)CC1S/C(=N/N=C2\CSC(=O)N2)NC1=O (configuration not stated)	0	2	-24	-1	1	-0.9	·	0.0
O=C(Nc1ccc2c(c1)OCO2)C1CC(c2cccc(Br)c2)=NO1 (configuration not stated)	-1	-1	-10	-7	-28	-1.3	·	0.0
Cc1ccc(N(C(=O)c2sc(C)nc2C)C(C(=O)NC(C)(C)C)c2ccncc2)cc1 (configuration not stated)	2	·	-3	·	-1	-0.2	·	0.0
COc1ccc(/C=C/C(=O)Nc2cccc(S(=O)(=O)NC3=NCCCCC3)c2)cc1OC	4	4	-12	-10	-10	-0.6	·	0.0
COc1ccc(CN(C)C[C@H]2OCCCC[C@H](C)Oc3ccc(NS(=O)(=O)c4ccc(OC)cc4)cc3C(=O)N([C@@H](C)CO)C[C@@H]2C)cc1	·	-9	·	23	-8	1.0	0.1	0.7
CN1CCN(CCn2c(=S)[nH]c3ccccc3c2=O)CC1	-9	2	4	2	21	-1.6	0.0	0.0
Cc1c(C(=O)NCC2CCCO2)sc2nc(-c3ccc(F)cc3)cn12 (configuration not stated)	-1	-6	0	4	0	0.7	-0.1	-0.1
CCCN(C(=O)CSCc1ccccc1C)c1c(N)n(Cc2ccccc2)c(=O)[nH]c1=O	-4	-4	-20	·	23	1.0	·	0.0
CCOC(=O)C1CCCN(CCSc2ccc(C)cc2)C1 (configuration not stated)	-11	9	-9	0	11	0.0	·	0.2
C/C(=N/NC(=O)COc1cc(C)ccc1C(C)C)C(=O)O	-5	-1	-20	·	2	-0.8	·	0.0
O=C(Nc1nc(-c2cccs2)cs1)c1ccc(S(=O)(=O)N2CCCCC2)cc1	3	-3	-22	4	-5	-1.3	1.6	0.1

Part of the list above, set out differently:
CC(C)C[C@H](NC(=O)c1ccco1)C(=O)N1CCC[C@H]1C(=O)NCc1ccccc1
  Casp6 inh: 0
  DENV2 CPE rescue: -6
  RAD52 anneal inh: -6
  RAD54 inh: ·
  GSIS activator: ·
  CFTR F508del cor: 0.2
  E-sel inducer: -0.2
  XiGFP reactiv: 0.5
NC(=O)NC(=O)CC1S/C(=N/N=C2\CSC(=O)N2)NC1=O (configuration not stated)
  Casp6 inh: 0
  DENV2 CPE rescue: 2
  RAD52 anneal inh: -24
  RAD54 inh: -1
  GSIS activator: 1
  CFTR F508del cor: -0.9
  E-sel inducer: ·
  XiGFP reactiv: 0.0
CCOC(=O)C1CCCN(CCSc2ccc(C)cc2)C1 (configuration not stated)
  Casp6 inh: -11
  DENV2 CPE rescue: 9
  RAD52 anneal inh: -9
  RAD54 inh: 0
  GSIS activator: 11
  CFTR F508del cor: 0.0
  E-sel inducer: ·
  XiGFP reactiv: 0.2
O=C(COc1nsnc1N1CCOCC1)N/N=C/c1ccccc1O
  Casp6 inh: -3
  DENV2 CPE rescue: 3
  RAD52 anneal inh: -13
  RAD54 inh: ·
  GSIS activator: -27
  CFTR F508del cor: 2.6
  E-sel inducer: ·
  XiGFP reactiv: 0.0

Further results follow.
SMILES	Casp6 inh	DENV2 CPE rescue	RAD52 anneal inh	RAD54 inh	GSIS activator	CFTR F508del cor	E-sel inducer	XiGFP reactiv
O=C(NCc1cccnc1)C1c2ccccc2C(=O)N1Cc1ccccc1 (configuration not stated)	3	15	-10	2	9	2.1	0.2	0.1
C=CCNC(=O)C(=O)NN=C1CCN(C)CC1	-49	·	-25	·	-1	0.2	·	·
CCNC(=O)[C@@H]1[C@@H](CO)[C@@H]2Cn3c(ccc(-c4ccccc4)c3=O)[C@@H]2N1Cc1ccccc1	-2	3	3	-5	3	-0.6	-0.2	-0.1
CC(C)CC#Cc1ccc2c(c1)O[C@@H](CN(C)C(=O)NC1CCCC1)[C@@H](C)CN([C@H](C)CO)S2(=O)=O	3	-2	22	0	-7	4.8	1.5	0.8
CC(C)NC(=O)N(C)C[C@H]1Oc2ccc(NS(=O)(=O)c3ccc(Cl)cc3)cc2CC(=O)N([C@@H](C)CO)C[C@H]1C	-3	?	-2	-2	34	-1.4	21	0.0
CCOc1ccccc1NC(=O)NCc1ccccc1	-3	?	-5	·	6	-0.6	·	0.0
CCOc1ccc(CCNC(=O)c2nn(C)c3c2CS(=O)(=O)c2ccccc2-3)cc1	0	-2	-14	0	5	-1.8	·	0.2
CC(C)C(=O)Nc1c2c(nn1-c1ccccc1)CSC2	-3	0	-15	0	-4	-0.5	·	0.0
Cc1cc(C)c(C)c(S(=O)(=O)NCc2ccc(C(=O)N3CCN(C)CC3)cc2)c1C	-3	9	-3	-3	5	-1.0	0.0	-0.1
Cc1ccc(O)c(CNCCNCc2cc(C)ccc2O)c1	4	1	-19	5	4	-0.3	-0.1	0.0
Cc1ccc(N2CCN(S(=O)(=O)N3CCCCC3)CC2)cc1C	-3	3	-3	3	-5	4.8	·	0.6
Cc1ccccc1S(=O)(=O)N1CC(=O)N2[C@H](CO)[C@H](c3ccc(C#Cc4ccccc4)cc3)[C@@H]2C1	2	4	10	·	-1	2.2	-0.1	0.0
Cc1cccc(CSCCNC(=O)CN2C(=O)c3ccccc3S2(=O)=O)c1	3	?	-19	6	-5	1.3	·	0.3
COc1ccc(NC(=S)NCCCc2ccccc2)cc1	0	-3	-4	·	-6	-0.6	·	0.0
COc1ccc2c3c([nH]c2c1)[C@H](CO)N(C(=O)Nc1ccc(F)cc1)CC31CCN(C(=O)Nc2ccccc2)CC1	·	21*	·	·	-24	-1.2	-0.4	0.3
O=C(Cc1ccccc1)NNS(=O)(=O)c1ccc([N+](=O)[O-])cc1	1	-2	-4	-5	-4	·	·	-0.1
COc1ccc(N=C2SCC(=O)N2Cc2ccccc2)cc1	-1	·	-6	·	1	-1.8	·	0.1
C[C@H]1CN([C@@H](C)CO)C(=O)c2cc(NC(=O)Nc3ccccc3)ccc2O[C@@H]1CN(C)C(=O)NC1CCCCC1	1	3	-9	9	-9	-2.8	-3.9	0.2
CCN(CC)c1ccc(NC(=O)CCc2nnc3ccc(N4CCCC4)nn23)c(C)c1	0	4	2	-2	-6	0.4	0.3	0.3
O=C(Cn1c(=O)c2c3c(sc2n(Cc2ccccc2)c1=O)CCCC3)NCCO	-2	-1	-5	16	-2	1.5	-0.1	0.0
Cc1cc(=O)[nH]c(Nc2cccc(Cl)c2C)n1	-4	2	-14	8	16	1.3	0.1	0.2
COC(=O)c1sc(N2CCN(Cc3ccccc3)CC2)nc1N	-2	-1	-1	16	7	2.5	·	0.1
CCCc1cc(NCCCN(C)C)n2c(nc3ccccc32)c1C#N	-10	6	26	23	36	-0.7	·	0.0
CCOc1cc(C(=O)N[C@@H](C)C(=O)N2CCC3(CC2)NCCc2[nH]cnc23)cc(OCC)c1OCC	2	2	-4	-8	-1	-3.5	·	0.1
COc1cccc(-n2nc(-c3ccnn3-c3cccc(Cl)c3)c(=O)n(C)c2=O)c1	-5	4	-13	-1	-9	0.6	6.3	0.0
Cc1cccc(C(=O)Nc2nnc(S(=O)(=O)N3CCC(C)CC3)s2)c1	0	5	-18	-1	4	1.5	12	0.1
COC(=O)c1ccccc1NC(=O)CNc1cc(OC)c(OC)cc1C	6	1	0	·	-6	1.4	·	0.0
CC(OC(=O)Cc1n[nH]c(=O)c2ccccc12)C(=O)Nc1cccc([N+](=O)[O-])c1 (configuration not stated)	-9	-6	-23	·	2	1.9	2.8	-0.1
CSCCC(NS(=O)(=O)c1cccs1)C(=O)NCc1ccc(C)cc1 (configuration not stated)	-4	-3	-5	5	·	-1.0	·	0.1
COc1ccc(NC(=O)Nc2ccc3c(c2)CC(=O)N([C@@H](C)CO)C[C@H](C)[C@H](CN(C)Cc2ccc(C(F)(F)F)cc2)O3)cc1	·	0	·	18	1	2.8	-0.1	-1.0

Compounds were not picked by outcome; overall some 3.7% were active at least once.
